# Screening data: PubChem BioAssay, several laboratories
# KKLEB tox – cytotoxicity in KKLEB CF airway cells, primary screen, cytotoxicity control for CF NF-kB inhibitor project, cell-based, uHTS, fluorescence assay plates; KKLEB CF airway cells viability, ATPlite luminescence, overnight; hits give low values; cells stimulated with P. aeruginosa culture filtrate; AID 602141, 2011; 360,000 tested, 0.36% active; activity change (cytotoxicity), % at 5 µM;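 active = corrected activity change at or below -50% at 5 µM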
# TWEAK-Fn14 inh – inhibitors of TWEAK-Fn14 signaling, primary screen, luciferase reporter cells, uHTS. AID 1159606, 2016. inhibition, % at 10 µM. TWEAK-stimulated Fn14 reporter cells, luciferase luminescence, 8 h. 360,000 tested, 2% active; in the data active = inhibition above about 50%
# TRPM1 prom inh – inhibitors of MITF-dependent TRPM1 promoter reporter, primary screen, cell-based, SK-MEL-5, single point, luciferase; inhibition, % at 12.5 µM; 330,000 tested, 0.83% active; SK-MEL-5 TRPM1 promoter luciferase, 24 h;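 active = mean inhibition across replicates of 60% or more, whatever share of single replicates reaches that level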; note: values of inactives mirror those of a sister screen read the other way
# NR2E3 ag-1 – NR2E3 agonists in two-hybrid cells, primary screen, cell-based, luminescence, CHO-S, Gal4-NCOR/VP16-NR2E3 | Photoreceptor-specific nuclear receptor (Homo sapiens), Q9Y5X4 | luciferase | inhibition of corepressor binding, % at 3.98 µM | 360,000 tested, 0.35% active | AID 602229, 2012;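 active = inhibition above the mean of all tested compounds plus 3 SD, cut at about 70% in these data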;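 note: 0% = DMSO with NR2E3 transfected cells and 100% = cells lacking NR2E3 construct; higher means lower luciferase signal from less NR2E3 corepressor binding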
# Target sequence (Q9Y5X4 whole entry, looked up, the tested form may be a part): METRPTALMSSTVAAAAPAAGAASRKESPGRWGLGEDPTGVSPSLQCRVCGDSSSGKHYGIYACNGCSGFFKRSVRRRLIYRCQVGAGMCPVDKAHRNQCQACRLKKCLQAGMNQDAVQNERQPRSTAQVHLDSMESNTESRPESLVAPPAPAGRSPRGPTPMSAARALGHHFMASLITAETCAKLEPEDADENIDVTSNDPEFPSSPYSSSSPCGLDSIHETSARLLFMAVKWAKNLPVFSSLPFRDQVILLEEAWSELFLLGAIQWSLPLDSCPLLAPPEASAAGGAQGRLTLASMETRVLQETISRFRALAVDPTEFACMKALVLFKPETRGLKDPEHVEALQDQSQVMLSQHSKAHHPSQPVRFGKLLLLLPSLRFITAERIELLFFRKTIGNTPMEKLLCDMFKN
# CF NFkB inh – inhibitors of PAF-induced NF-kB signaling, primary screen, cell-based, GFP fluorescence, uHTS; 360,000 tested, 0.86% active; AID 588850, 2011; KKLEB NF-kB-GFP reporter, GFP fluorescence overnight; inhibition, % at 5 µM;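 active = at least 50% inhibition at 5 µM, scaled per plate between neutral and stimulator controls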;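 note: PAF is a Pseudomonas aeruginosa culture filtrate used as stimulus; plate controls were PAF-stimulated DMSO wells for no effect and unstimulated DMSO wells for full effect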
# Peg3 promoter – Peg3 promoter-driven luciferase inhibitors, primary screen, cell-based, HeLa, luciferase luminescence | HeLa PEG-Prom luciferase reporter, overnight | inhibition, % at 20 µM | 360,000 tested, 1.7% active | AID 588405, 2011;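 active = inhibition of at least 50% at 20 µM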
# NR2E3 ag-2 – inhibitors of NR2E3-RetCOR corepressor binding, primary screen, NR2E3 agonist project, biochemical, TR-FRET, GST-NR2E3, biotin-RetCOR; inhibition of corepressor binding, % at 4.78 µM; 1536-well; 320,000 tested, 0.12% active; AID 2300, 2010; Photoreceptor-specific nuclear receptor (Homo sapiens), Q9Y5X4;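 active = percent inhibition above the cutoff of mean plus 3 SD of all tested compounds, set per screening campaign, cut at about 20% in these data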;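 note: 0% = DMSO wells and 100% = biotin wells as full block of FRET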
#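 System: GST-tagged NR2E3 plus biotinylated RetCOR corepressor; Buffer or medium: pH 7.5 Tris-based buffer; Probe or stimulus: RetCOR corepressor, biotinylated, 7 nM; Doses: compound at 4.8 µM, single dose; Schedule: 5 h incubation at 4 °C; Technique: time-resolved FRET; Evaluation: percent inhibition of TR-FRET ratio; Replication: one well per compound, singlicate testing.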
# HIF-2a block – HIF-2a reporter inhibitors, primary screen, luminescence, 786-0 RCC cells; AID 624352, 2012; 786-0 RCC cells HIF-2a reporter, luciferase luminescence, overnight; 360,000 tested, 0.72% active; inhibition, % at 18.8 µM;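 active = inhibition of the luminescence signal of 40% or more relative to plate controls, in a single-dose primary screen at 18.75 µM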
# iPSC survival up – enhancers of single-cell hiPSC survival, primary screen, ATPlite luminescence | 100% = ROCK inhibitor wells, 0% = DMSO | survival enhancement, % at 20 µM | 360,000 tested, 0.044% active; in the data active = survival enhancement above about 18%;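 note: cells exposed to compounds for 16 hours before the ATP read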
# aDG glyco up – activators of alpha-DG glycosylation, primary screen, uHTS, Pro5-aDG cells, AlphaScreen | alpha-DG glycosylation AlphaScreen (IIH6); 0% Pro5, 100% B10-LARGE cell signal | activation, % at 10 µM | 360,000 tested, 0.22% active;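 active = activation of at least 8% versus controls, or a plate z-score of at least 8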;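 note: Pro5 are CHO cells carrying HIG-tagged alpha-DG that lacks glycosylation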
# Shn3 inh set2 – reduction of Shn3 3'UTR firefly luciferase signal, primary screen, Schnurri-3 inhibitor project, cell-based, Clone20 osteoblasts, set 2. Clone20 osteoblast Shn3 3'UTR firefly luciferase, 24 h. inhibition, % at 12.5 µM. 360,000 tested, 0.52% active;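 active = mean inhibition of at least 75% with every replicate also reaching 75%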;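 note: 0% = median of neutral control wells and 100% = pilot-screen positive control compound; some compounds past the cut are filed as inactive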
# Active calls of the source: *; nt = not tested or not shown.
Molecule	KKLEB tox	TWEAK-Fn14 inh	TRPM1 prom inh	NR2E3 ag-1	CF NFkB inh	Peg3 promoter	NR2E3 ag-2	HIF-2a block	iPSC survival up	aDG glyco up	Shn3 inh set2
CCOc1ncccc1C(=O)OCC(=O)c1ccc(C)c(C)c1	7	-9	-32	10	0	-17	3	3	0.0	-0.1	9
O=C(O)c1ccccc1S(=O)(=O)c1ccccc1CO	0	-15	0	-22	8	13	-1	15	-4.0	0.2	-1
COC(=O)c1cc(C(=O)Nc2ccc(Cl)cn2)cc([N+](=O)[O-])c1	10	-31	-4	-2	1	-8	-3	-10	0.4	0.8	-34
O=C(NNC(=O)C1CC(=O)N(c2ccc3c(c2)OCCO3)C1)c1ccc(F)cc1 (stereo not given)	-9	-3	3	8	6	-20	5	5	0.0	3.3*	-3
Cc1ccc(S(=O)(=O)NC(=O)N(CCC#N)Cc2ccccc2)cc1	-8	15	5	-25	8	1	1	15	0.3	0.0	-9
COc1ccc(/C=C/c2c(-c3ccc(OC)cc3)oc3ccccc23)cc1	-2	5	0	0	-21	-10	3	-200	-1.3	-0.1	13
Cc1ccc(CNC(=O)C2CCCN(c3cnccn3)C2)cc1 (stereo not given)	-16	13	10	-13	1	-6	9	2	0.3	0.1	-6
COc1ncccc1-c1nnn(-c2ccc(Cl)nc2)n1	4	-18	-63	-60	-12	-138	1	-200	1.0	0.2	-43
Cc1ccc(S(=O)(=O)N(CCc2ccccc2)c2ccc3c(c2)C2CC3CCN2C(=O)OCc2ccccc2)cc1 (stereo not given)	-10	7	nt	1	13	15	nt	10	2.7	0.0	58
Cc1ccc(C(=O)NCCCCNC(=O)c2ccc(C)o2)o1	-2	2	2	-4	-6	12	-1	1	0.6	-0.1	-9
Cc1cccc(N2CCN(C(=O)NC3CCCCC3)CC2)c1C	13	-20	-12	-22	-13	-80	0	-95	0.2	0.1	-6
C=CCn1c(=O)c2ccccc2n2c(SCC(=O)NCCc3ccccc3)nnc12	8	17	6	5	-12	10	2	11	1.4	0.4	-6
CCOC(=O)c1cc(NC(=O)N(CC)C2CCCCC2)c(C)nc1C	-7	6	1	-16	10	9	0	-7	-1.6	0.0	2
CC(Sc1nnnn1C1CC1)C(=O)N1c2ccccc2NC(=O)C1(C)C (stereo not given)	7	21	-1	-3	-18	11	nt	4	-0.5	-0.2	6
CN1CCC(C(=O)N2CCCC(C(=O)c3ccc4c5c(cccc35)CC4)C2)CC1 (stereo not given)	-7	0	-11	4	-1	6	1	11	2.3	1.1	-27

Molecule	KKLEB tox	TWEAK-Fn14 inh	TRPM1 prom inh	NR2E3 ag-1	CF NFkB inh	Peg3 promoter	NR2E3 ag-2	HIF-2a block	iPSC survival up	aDG glyco up	Shn3 inh set2
CCc1ccc(/C=C(\C)C(=O)c2c(C)cc(C)[nH]c2=O)cc1	-1	24	-7	4	10	18	3	26	6.1	0.0	8
O=C(/C=C/c1cccs1)NC(=S)Nc1ccc(S(=O)(=O)Nc2ccccc2C(F)(F)F)cc1	12	9	7	-8	-22	22	2	7	0.3	-0.1	14
CC(NC(=O)c1ccc(Cn2cc([N+](=O)[O-])cn2)o1)c1ccccc1 (stereo not given)	-2	-12	-8	-3	4	20	2	20	0.2	-0.2	-6
O=C(COc1ccc(F)cc1Br)NCC1(N2CCOCC2)CCCCC1	-13	3	-8	-28	-4	16	0	-9	-1.0	-0.1	10
Cc1ccc(NC(=O)Nc2ccc3c(c2)OCO3)c(OC(F)F)c1	-4	1	-104	-103	23	-305	nt	-241	-0.5	-0.1	-75
Cc1ccccc1OCC(=O)NC(=S)Nc1ccc(Br)c(C)n1	-4	1	25	-12	8	9	0	-16	2.4	0.3	-1
COc1ccc(CC(=O)NNC(=O)c2cccs2)cc1OC	-2	0	-12	-19	6	-8	3	2	4.9	0.0	-4
O=C(c1ccco1)N1CCN(C(=O)C2CC(=O)N(c3ccc(Cl)cc3)C2)CC1 (stereo not given)	-1	-4	2	-6	2	3	2	12	-0.1	-0.1	-7
CC1(C(=O)NS(=O)(=O)c2ccccc2Cl)CCN1C(=O)CCc1cccs1 (stereo not given)	-5	8	nt	17	-18	0	nt	-8	-1.0	0.7	-18
CCN1C(=O)C(Cc2nc3ccccc3c(=O)n2-c2ccccc2)c2ccccc21 (stereo not given)	0	0	-3	-27	-10	1	0	27	-1.7	0.1	3
CCSc1nnc(CNC(=O)C23CC4CC(CC(C4)C2)C3)n1Cc1ccccc1	7	1	5	-9	-12	12	1	21	-1.7	0.3	6
COc1ccc(OC)c(S(=O)(=O)Nc2cc3c4c(c2)CCN4C(=O)CC3)c1	-1	-7	3	21	8	-18	1	-18	0.5	-0.2	2
O=C(NNS(=O)(=O)c1ccccc1)c1csc(-c2cccnc2)n1	-11	27	-1	-10	24	5	-4	20	-0.4	-0.4	9
Cn1c(=O)c2[nH]c(CCCC(=O)O)nc2n(Cc2ccccc2)c1=S	2	-8	10	-17	-11	-5	4	11	-3.4	0.0	-9
COc1ccccc1CN1CCN(C(=O)c2ccco2)CC1	-11	-11	8	-10	15	18	2	23	-0.5	0.1	17

Molecule	KKLEB tox	TWEAK-Fn14 inh	TRPM1 prom inh	NR2E3 ag-1	CF NFkB inh	Peg3 promoter	NR2E3 ag-2	HIF-2a block	iPSC survival up	aDG glyco up	Shn3 inh set2
CC(=O)Nc1ccccc1Nc1nc(NCCO)nc(N2CCCC2)n1	17	-3	-4	-25	-30	-7	-1	13	1.5	-0.2	1
COCCNC(=O)C(c1ccc(F)cc1)N(C(=O)CCC(=O)Nc1nccs1)c1cccc(C)c1 (stereo not given)	10	10	-4	8	-5	-11	1	12	-0.3	0.7	6
Cc1occc1-c1nnc(SCC(=O)N2CCN(c3ccccc3)CC2)n1C	1	-4	-3	-16	1	12	0	9	-1.2	-0.3	7
Cc1cccc(NC(=O)CN(C)S(=O)(=O)c2ccc(Br)cc2)n1	-1	-12	2	1	4	4	-2	13	1.9	0.0	-11
COc1ccc(C(=O)CC(=O)C(=O)Nc2c(C)cccc2C)cc1	10	7	2	-14	-13	6	2	29	0.3	0.0	-14
CC1Cn2c(nnc2-c2ccc(F)cc2)S1 (stereo not given)	-10	15	2	-20	3	11	2	8	0.1	0.1	9
Cc1cc(OCC(=O)NCCCN2CCOCC2)c2c(C)c(C)c(=O)oc2c1	-2	-15	5	-3	-26	12	-1	0	-0.4	0.0	7
O=C(CSc1nc2[nH]c(=O)[nH]c(=O)c2s1)Nc1cccc(F)c1	-3	11	-8	-8	5	-3	1	3	-0.4	-0.2	-3
CCn1c(SCC(=O)NNC(=O)c2ccc(OC)cc2)nnc1-c1cccnc1	3	4	7	-14	0	-4	-1	11	-0.2	-0.3	-20
C/C(CC(=O)NCCCN1CCOCC1)=N\NC(=O)COc1ccc(Cl)cc1	-7	-9	-4	-25	4	13	0	8	-1.6	-0.4	14
COc1cccc(NC(=O)N2CCN(c3cccc(C)c3C)CC2)c1	-2	-26	-20	-37	3	-70	2	-130	-0.4	0.5	11
Cc1ccc2nc(NC(=O)C3CC(=O)N(Cc4ccco4)C3)sc2c1 (stereo not given)	14	12	-2	-6	-3	-27	-3	-26	-1.8	-0.1	-30
COc1ccc(C(c2c(C)n(C)n(-c3ccccc3)c2=O)c2c(C)n(C)n(-c3ccccc3)c2=O)cc1	-6	-7	9	3	2	15	5	20	-0.2	0.0	-2
CS(=O)(=O)c1ccc2nc(NC(=O)c3cccc(NS(=O)(=O)c4ccc(F)c(F)c4)c3)sc2c1	12	28	9	-59	27	-22	3	-66	-0.8	-0.2	9
CCC(CC)C(=O)Nc1cc([N+](=O)[O-])ccc1Cl	-6	3	11	-6	-12	-4	4	12	-1.0	-0.2	-16

Molecule	KKLEB tox	TWEAK-Fn14 inh	TRPM1 prom inh	NR2E3 ag-1	CF NFkB inh	Peg3 promoter	NR2E3 ag-2	HIF-2a block	iPSC survival up	aDG glyco up	Shn3 inh set2
COc1ccc2cc(C(=O)N(C)CC(=O)Nc3ccccc3Br)ccc2c1	-1	-42	-45	9	-27	-319	7	-264	0.6	-0.4	-74
Cc1c(NC=C(C#N)C#N)c(=O)n(-c2ccccc2)n1C	-1	6	-19	-38	-9	13	1	12	0.1	0.4	11
CCOc1ccc(S(=O)(=O)N2CCCC(C(=O)NCC3CCCO3)C2)cc1Cl (stereo not given)	3	9	10	28	18	-2	0	3	0.2	0.0	15
Cc1nn2c(-c3cccnc3)ccnc2c1-c1ccccc1	3	-36	-41	-70	2	-164	2	-211	-0.9	-0.3	-59
COC(=O)c1nn(-c2ccc(C)cc2)ccc1=O	0	36	11	23	5	0	-1	3	-0.8	-0.2	58
COc1cc2sc(-c3ccccc3OC)c(-c3ccc(OCCN4CCOCC4)cc3)c2cc1OC	7	23	-4	1	9	30	nt	7	0.0	-0.6	15
O=C(Nc1cc(S(=O)(=O)N2CCOCC2)ccc1Oc1ccc(F)cc1)C1=COCCO1	-2	2	7	-24	22	10	-2	9	-0.3	-0.2	10
CCc1cc2ccc(C)cc2nc1SCC(=O)NC1CCCC1	1	15	-6	19	9	18	2	3	0.0	0.3	-3
O=C(O)CSCC(=O)Nc1cc(C(F)(F)F)ccc1Cl	1	1	-6	28	10	-3	-1	-2	4.4	-0.2	-12
O=C1NC(=O)/C(=C\c2ccc(OCc3ccccc3)cc2)S1	10	-36	-8	-43	-3	-159	-2	-127	0.2	0.1	-15
CC(Nc1nc(-c2ccncc2)nc2ccccc12)c1ccccc1 (stereo not given)	-15	17	-8	-24	40	29	-2	18	0.4	0.3	13
Cc1ccc(C(=O)N2CCCC(CCC(=O)N3CCN(c4ccccn4)CC3)C2)cn1 (stereo not given)	-4	3	6	-4	11	14	4	10	-0.1	-0.1	7
COc1cc(OC)cc(N(C(=O)c2snc(C(N)=O)c2N)C(C(=O)NCC2CCCO2)c2ccc(C)o2)c1 (stereo not given)	4	-19	-2	-33	-10	14	1	15	-0.7	-0.1	-10
CC1(C)CC(=O)C2=C(C1)OC(N)=C(C#N)C2c1ccccc1OC(=O)N1CCOCC1 (stereo not given)	1	-14	-8	-24	1	9	-1	0	0.8	-0.1	-6
Cc1ccc([C@H]2N[C@]3(CCCN(Cc4ccccc4)C3=O)[C@H]3C(=O)N(C)C(=O)[C@@H]23)cc1	2	12	nt	-17	2	1	nt	9	-0.5	0.1	-2
